# Source: PubChem BioAssay (National Center for Advancing Translational Sciences (NCATS))
# AmpC inh det – blocks E. coli AmpC beta-lactamase in presence of detergent; purified AmpC, nitrocefin hydrolysis with detergent; 71,000 compounds, 0.09% hits; Potency, µM (highest dose often 28.7 µM), for the others: at the top dose activity change, negative = inhibition; active = well fitted curve in the direction sought with a large enough effect
# Target sequence (P00811 whole entry, looked up): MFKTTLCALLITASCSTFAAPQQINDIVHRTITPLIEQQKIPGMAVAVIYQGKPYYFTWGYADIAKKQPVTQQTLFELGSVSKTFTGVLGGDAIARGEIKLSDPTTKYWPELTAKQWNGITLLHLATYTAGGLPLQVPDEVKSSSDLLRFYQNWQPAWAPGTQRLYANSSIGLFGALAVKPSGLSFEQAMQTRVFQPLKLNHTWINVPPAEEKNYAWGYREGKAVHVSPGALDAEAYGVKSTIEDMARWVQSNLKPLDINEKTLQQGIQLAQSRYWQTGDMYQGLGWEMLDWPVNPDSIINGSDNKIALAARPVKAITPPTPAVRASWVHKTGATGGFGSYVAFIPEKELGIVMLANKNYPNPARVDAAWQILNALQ
#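 E. coli AmpC (5.3 nM) in 20 mM phosphate pH 7.0 with 0.01% Triton X-100, preincubated 15 min RT with compound; nitrocefin (2 uL of 800 uM stock) hydrolysis followed by 480 nm absorbance every 20 s over 4 min.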
# * = called active by the depositor; & = joins results of further samples; [ ] = remark or other dose. % is scaled to controls: 0 for no effect and ±100 for the full control effect; potency is read from the fitted curve at half-maximal effect. Not all compounds are listed. The share of hits here may be higher or lower than overall.
# Sample of the layout, 17 compounds:
SMILES,AmpC inh det
COC(=O)c1ccc(C2C(C#N)=C(C)NC3=C2C(=O)CC(C)(C)C3)cc1 (configuration not stated),1%
CCCC(C)(COC(N)=O)COC(=O)NC(C)C (configuration not stated),9%
NC[C@@H]1O[C@H](O[C@@H]2[C@H](O[C@@H]3O[C@H](CO)[C@@H](COC[C@H]4O[C@@H](CN)[C@@H](O)[C@@H](O)[C@@H]4N)[C@@H]3O)[C@@H](O)[C@@H](N)C[C@H]2N)[C@@H](N)[C@H](O)[C@@H]1O,-1%[12.8 µM]
COc1ccc2oc(=O)c(NC(=O)C3CCCCC3)cc2c1,-3%
COCCNC(=O)C(OC(=O)c1ccco1)c1ccccc1OC (configuration not stated),-4%
CC(C)Cc1ccc(/C(=N/O)C(=O)O)s1,-8%
O=C(O)C=Cc1ccc(Cn2ccnc2)cc1,3%
CCc1nnc(NC(=O)c2ccc(S(=O)(=O)N3CCCCCC3)cc2)s1,15%
CCOc1ccccc1-c1nc(C(N)=O)c2[nH]c(=O)n(-c3ccccc3)c2n1,-2%
c1ccc(-c2cc(-c3nc(-c4cccnc4)no3)c3ccccc3n2)cc1,2%
COc1cccc(C(=O)c2cc3ccc(O)cc3oc2=O)c1,13%
Cc1cc(C)cc(C(=O)N2CCC(C(N)=O)CC2)c1,-6%
N#Cc1cnn(Cc2ccccc2)c1/N=C/N1CCOCC1,3%
CC(=O)Nc1ccc(-c2ccccc2)s1,7%
CCc1nc2ccccc2c(C(=O)OCC(=O)NCc2ccco2)c1C,-1%
CC(=O)Nc1cc(C(N)=O)c(Cl)cc1Cl,0%
COCCn1c(SCC(=O)c2ccc3c(c2)OCCO3)nnc1C(C)C,14%

# Main list (from the top)
SMILES,AmpC inh det
COC(=O)c1ccc(C2C(C#N)=C(C)NC3=C2C(=O)CC(C)(C)C3)cc1 (configuration not stated),1%
CCCC(C)(COC(N)=O)COC(=O)NC(C)C (configuration not stated),9%
NC[C@@H]1O[C@H](O[C@@H]2[C@H](O[C@@H]3O[C@H](CO)[C@@H](COC[C@H]4O[C@@H](CN)[C@@H](O)[C@@H](O)[C@@H]4N)[C@@H]3O)[C@@H](O)[C@@H](N)C[C@H]2N)[C@@H](N)[C@H](O)[C@@H]1O,-1%[12.8 µM]
COc1ccc2oc(=O)c(NC(=O)C3CCCCC3)cc2c1,-3%
COCCNC(=O)C(OC(=O)c1ccco1)c1ccccc1OC (configuration not stated),-4%
CC(C)Cc1ccc(/C(=N/O)C(=O)O)s1,-8%
O=C(O)C=Cc1ccc(Cn2ccnc2)cc1,3%
CCc1nnc(NC(=O)c2ccc(S(=O)(=O)N3CCCCCC3)cc2)s1,15%
CCOc1ccccc1-c1nc(C(N)=O)c2[nH]c(=O)n(-c3ccccc3)c2n1,-2%
c1ccc(-c2cc(-c3nc(-c4cccnc4)no3)c3ccccc3n2)cc1,2%
COc1cccc(C(=O)c2cc3ccc(O)cc3oc2=O)c1,13%
Cc1cc(C)cc(C(=O)N2CCC(C(N)=O)CC2)c1,-6%
N#Cc1cnn(Cc2ccccc2)c1/N=C/N1CCOCC1,3%
CC(=O)Nc1ccc(-c2ccccc2)s1,7%
CCc1nc2ccccc2c(C(=O)OCC(=O)NCc2ccco2)c1C,-1%
CC(=O)Nc1cc(C(N)=O)c(Cl)cc1Cl,0%
COCCn1c(SCC(=O)c2ccc3c(c2)OCCO3)nnc1C(C)C,14%
O=C(c1cccs1)N1CCN(S(=O)(=O)Cc2ccccc2)CC1,-5%
C=C(C)COc1ccc(-c2[nH]ncc2Oc2ccccc2OC)c(O)c1,11%
CCCCn1c(SCC(=O)N2CCCCC2)nc2cc(S(N)(=O)=O)ccc21,-5%
CN(C)Cc1ccccc1-c1cc(NCc2ccccc2)ncn1,11%
O=C(Nc1cnn(Cc2ccc(Cl)c(Cl)c2)c1)c1nc2ncccn2n1,-2%
CCCCn1c(=O)n(Cc2cccc(F)c2)c(=O)c2c1ncn2Cc1ccco1,-2%
CC1=C(C(=O)OC2CCCCC2)C(c2ccco2)C2=C(CC(C)(C)CC2=O)N1 (configuration not stated),8%
CC(=O)Nc1cccc(N2C(=O)CC(Cc3ccccc3)C2=O)c1 (configuration not stated),0%

# The listing continues:
SMILES,AmpC inh det
CS(=O)(=O)c1ccc(Cn2c3c(c4cc(F)cc(F)c42)CCC[C@H]3CC(=O)O)cc1,6%
O=C(Nc1ccc2c(c1)OCCO2)NC1CCCCC1,2%
CN1CC(=O)N(CCOc2ccccc2)C1=O,-3%
C#CCSc1nc(-c2cccs2)ccc1C#N,-7%
COc1ccc(S(=O)(=O)N2CC(O)CC2C(=O)OCC(=O)Nc2ccc(Cl)cn2)cc1 (configuration not stated),-3%
CCC(C)(C)n1nnnc1C(c1ccc(C)cc1)N1CCCC1 (configuration not stated),-3%
COc1ccc(C(=O)N(CCCO)C(C)C(=O)NC2CCCCC2)cc1OC (configuration not stated),1%
COc1cc(C2C(C#N)=C(C)NC3=C2C(=O)CC(C)(C)C3)cc(OC)c1O (configuration not stated),-3%
Cc1cc(C(=O)N2CCN(c3ccccc3)CC2)no1,-4%
c1ccc2c(c1)oc1c(NCCN3CCOCC3)ncnc12,-4%
O=c1c(CCc2ccccc2)nc2cncnc2n1-c1ccccc1,1%
O=C(O)/C=C\c1ccc(Cn2ccnc2)cc1,3%[12.8 µM]
Cc1ccc2cc(CN(CCCN(C)C)C(=O)NCc3ccccc3)c(=O)[nH]c2c1C,-4%
O=C(O)C1C2C=CC(C2)C1C(=O)Nc1ccc(C(=O)N2CCCCC2)cc1 (configuration not stated),-3%
CCCCCCCN,7%
C[C@H]1CN(CCO)CCN1c1ccccc1,-4%[5.75 µM]
N#Cc1c(/N=C/c2ccco2)oc(-c2ccccc2)c1-c1ccccc1,14%
Cc1ccc2c(c1)CCCN2C(=O)c1c(C)noc1C,-4%
CCC(C)NC(=O)CSc1nc2n[nH]c(C)c2c(=N)n1-c1ccc(OC)cc1 (configuration not stated),12%
CC(=O)c1ccc(NC(=O)C2CCN(S(=O)(=O)c3cccc4cccnc34)CC2)cc1,11%
CC(C)Oc1cccc(-c2cc(C(=O)N3CCN(S(C)(=O)=O)CC3)c3ccccc3n2)c1,-5%
CCN(CC)CCCN1C(=O)CSC1c1ccc2c(c1)OCO2 (configuration not stated),-1%
O=C1CC(c2ccc(F)cc2)C2=C(CCCC2=O)N1 (configuration not stated),-1%
NC(=O)C(F)(F)C12OC3C4C5CC(C6C5C3C61)C42 (configuration not stated),24%
CCN1CC=C2C(C#N)=C(N)C(C#N)(C#N)C(c3cc(Cl)ccc3Cl)C2C1 (configuration not stated),10%

# The results go on.
SMILES,AmpC inh det
COc1cc2c(cc1O)CC[C@@H]1[C@@H]2CC[C@@]2(C)[C@H](O)CC[C@H]12,-1%
CCCCC(=O)Nc1ccc(F)c(Cl)c1,-3%
CC(=O)N[C@@H](Cc1c[nH]c2ccccc12)C(=O)OCc1cc(C(F)(F)F)cc(C(F)(F)F)c1,-10%&-4%
CCCOc1ccc(NC(=O)c2c(-c3ccccc3)noc2C)cc1,8%
CSc1ccccc1NC(=O)Cn1c(-c2cscn2)nc2ccccc21,-3%
CSc1ccc(CNc2ccccn2)cc1,-2%
CCc1ccc(NC(=O)C2CC=CCC2C(=O)O)cc1 (configuration not stated),-1%
COc1ccc(C2C(C#N)=C(N)Oc3n[nH]c(C)c32)cc1Cn1nnc2ccccc21 (configuration not stated),6%
CCC(=NCc1ccccc1)C1=C(O)C(C(=O)OC)C(C)(C)CC1=O (configuration not stated),7%
COCC1C2CC[C@H]3C(OCc4ccc(F)cc4C(F)(F)F)OC[C@]4(C)[C@H]3C2=C(CN4C(=O)OC(C)(C)C)[C@H](C)C1COC (some centres not stated),4%
Nc1nc(CSc2nnnn2-c2ccc(F)c(Cl)c2)nc(N2CCOCC2)n1,-5%
CCOC(=O)Cc1c(C)nc2c(-c3ccccc3)c[nH]n2c1=O,23%
Cl/C=C/CCl,8%
COCc1nnc(NC(=O)c2ccc(NC(=O)C(C)C)cc2)s1,-2%
Cc1ccc2c(CSc3nc4ccccc4c(=O)n3CCCO)cc(=O)oc2c1,-4%
O=C(Nc1ccc(C2CCCCC2)cc1)C1CCN(c2ncccn2)CC1,0%
O=c1[nH]c2ccccc2nc1NCCN1CCOCC1,-1%
Cc1cc(-c2nc3c4c5c(sc4[nH]c(=O)n3n2)CCC5)c(C)o1,-8%
CCCN1CCC[C@H](c2cccc(C#N)c2)C1,-4%
C=CCn1c(SCC(=O)N2CC(=O)Nc3ccccc32)nc2scc(-c3cccs3)c2c1=O,13%
COC(=O)CSc1cc(C)nc(NC(C)=O)n1,1%
O=C(Nc1ccc2c(c1)OCCO2)C1CCCN(S(=O)(=O)c2cnc[nH]2)C1 (configuration not stated),4%
Cc1nnc(N2CCN(c3ccccc3)CC2)[nH]c1=O,-2%
CCN(CC)S(=O)(=O)c1ccc(-c2nnc(SCc3nnc(-c4ccc(C)cc4)o3)o2)cc1,-5%
Cc1cccc(C)c1,8%

# Shown bar-delimited: 2 of the compounds above.
SMILES | AmpC inh det
O=C(Nc1ccc2c(c1)OCCO2)C1CCCN(S(=O)(=O)c2cnc[nH]2)C1 (configuration not stated) | 4%
Cc1nnc(N2CCN(c3ccccc3)CC2)[nH]c1=O | -2%

# Remaining list, next part
SMILES,AmpC inh det
O=C(C1CC1)N1CCc2cc(Br)cc(S(=O)(=O)NCc3ccccn3)c21,-4%
O=S(=O)(c1ccccc1)N1CCN(CC(O)COc2ccc3c(c2)CCC3)CC1 (configuration not stated),-5%
O=S(=O)(c1ccc(C2CCCCC2)cc1)N1CCN(c2ncccn2)CC1,-3%
CC1(C)O[C@H]2[C@@H](c3[nH]nc4c(=O)[nH]c(=O)[nH]c34)OC[C@H]2O1,-2%[5.75 µM]
COc1ccc(C)cc1-n1nnnc1SCc1csc(C)n1,-2%
Cc1n[nH]c(=O)nc1NCc1ccc(Cl)cc1,16%
COc1ccc2oc(=O)c(C(=O)O)cc2c1,-3%
O=C(Cn1nc(-c2ccccc2)ccc1=O)NCCN1CCN(Cc2ccccc2)CC1,-2%
Cc1c(C(=O)NCc2ccc3c(c2)OCO3)sc2nc(-c3ccc(F)cc3)cn12,10%
Cn1c(-c2ccc(CN3CCCCC3)o2)nc2ccccc21,13%
CS(=O)(=O)N1CCN(c2ccccc2NC(=O)c2cccnc2)CC1,-4%
CCN(CC)C(C(=O)Nc1ccc2c(c1)OCO2)c1ccccc1 (configuration not stated),-2%
CC(=O)N1CC=CC1(C)C(=O)NCc1cc(F)cc(C(F)(F)F)c1 (configuration not stated),15%
CC(C)[C@@H](CC(=O)N[C@@H]1CCNC[C@H]1C(=O)N[C@H](CC(=O)N[C@@H](CCC(=O)O)CC(=O)O)Cc1c[nH]c2ccccc12)NC(=O)C[C@H](CO)NC(=O)[C@@H]1CNCC[C@H]1N,-4%
Cc1oc(-c2ccc(Cl)cc2)cc1-c1nn2c(-c3ccoc3C)nnc2s1,10%
O=C(CSc1nnnn1Cc1ccccc1)Nc1ccc2c(c1)OCO2,1%
CC(C)CON=O,10%
CCCn1cc(NC(=O)C2CC(c3cccc(Br)c3)=NO2)cn1 (configuration not stated),-8%
CCCC(=O)NC1=C(C#N)C2(CCCC2)Cc2ccccc21,-1%
Cn1nc(C(=O)NC2CCCCCC2)ccc1=O,-4%
Cc1ccccc1-c1nc(CS(=O)CC(=O)NCc2ccccc2)c(C)o1 (configuration not stated),13%
Cc1ccc2nc(NC(=O)C3CCN(S(=O)(=O)c4cccs4)CC3)sc2c1,11%
Cc1nc2c(sc3nc4c(cc32)COC(C)(C)C4)c(=O)n1CC(=O)NCc1ccco1,1%
COc1ccc(C(=O)N2CCN(C3CCCCC3)CC2)c(OC)c1,-2%
Cn1c(=NC(=O)CSCC(=O)N2CCCCC2)sc2ccccc21,-5%

# Additional compounds follow.
SMILES,AmpC inh det
COc1cc(/C=N/n2cnnc2)ccc1OCCOc1ccccc1,-4%
CNC(=O)c1nnn(Cc2ccccc2)c1NC(=O)C(F)(F)F,2%
CC(Oc1ccc(Cl)cc1Cl)C(=O)N(Cc1ccco1)C1CCS(=O)(=O)C1 (configuration not stated),13%
Cn1c(SCC(=O)Nc2ccc(N3CCOCC3)c(Cl)c2)nnc1C(O)c1ccccc1 (configuration not stated),-3%
COc1ccccc1C(=O)NC(C)C(c1cccs1)N1CCN(C)CC1 (configuration not stated),13%
Cn1c(=O)[nH]c(=O)c2c1nc(N1CCCCC1)n2CCCSc1nc2ccccc2s1,-4%
Cc1ccc(Cn2nnnc2CN2CCC(O)(c3ccccc3F)CC2)cc1,-7%
Cc1c(NC(=O)CCC(=O)N2CCCCC2)c(=O)n(-c2ccccc2)n1C,-2%
O=C(NCc1ccccc1)c1ccc(COCC(F)(F)F)o1,-4%
Cc1noc(C)c1C(=O)N1CCN(C(=O)c2sc3cc(Cl)ccc3c2Cl)CC1,-6%
CCOC(=O)c1ccccc1NC(=O)Cn1cnc2c(oc3ccccc32)c1=O,-4%
COC(=O)c1ccc(C(NC(=O)OCc2ccccc2)/C(C)=C/[C@@H](C)C(=O)NC2CCCCC2)cc1 (some centres not stated),10%
O=C(Cn1c(=O)c(C(F)(F)F)nc2ccccc21)N1CCC2(CC1)OCCO2,13%
NC(=O)COc1ccc2c3c(c(=O)oc2c1)CCCCC3,-4%
CN(C)/C=N/c1cnc(C(=O)c2ccc(Cl)cc2)n1C,0%
Cc1cnc(CNc2ncnc3ccc(-c4ccccc4C(F)(F)F)cc23)cn1,6%
C=CCn1c(O)c(C(CC)=NCc2cccnc2)c(=O)[nH]c1=O,-6%
O=c1cc(NCc2ccco2)c2ccccc2o1,4%
CC1=NS(=O)(=O)c2cc(Cl)ccc2N1,-2%
CCOC(=O)Cc1csc(NC(=O)c2csc3c2CCCC3)n1,0%
CCOc1cccc(C(=O)Nc2ccccc2N2CCN(C(=O)C(C)C)CC2)c1,1%
CCC/C=C(\CCC)C(NS(=O)(=O)CC12CCC(CC1=O)C2(C)C)c1ccc(C(=O)OC)cc1 (configuration not stated),-1%
